Screening results: PubChem BioAssay, several laboratories
TRPC4 potent: positive allosteric modulators of TRPC4, primary screen, cell-based, mouse TRPC4beta, HEK293 mu-opioid, Fluo-4 calcium; DAMGO EC20, Fluo-4 Ca2+ flux; hits give high values; B-score at 10 µM; actives 0.42% (n = 310,000);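 active = B-score of calcium response area above 5 SD of library B-scores, with initial fluorescence ratio within 5 SD of library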;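 note: B-score of integrated fluorescence ratio over time as area under calcium response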
TRPC4 agonist: activators of mouse TRPC4 channel, primary screen, Fluo4 calcium, HEK293 TRPC4beta/mu-opioid cells; Fluo4 calcium fluorescence; hits give high values; actives 0.49% (n = 310,000); B-score at 10 µM; Short transient receptor potential channel 4 (Mus musculus), Q9QUQ5; AID 2237, 2010;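 active = B-score above 5 SD of library B-scores, and initial fluorescence ratio not above library mean plus 5 SD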;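 note: positive B-score marks a calcium rise read as TRPC4 activation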
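Material: TRPC4beta and mu-opioid receptor HEK293 stable cells | Incubation: 45 min room-temperature Fluo4 loading, 110 s read | Detection: Kinetic Fluo4 calcium fluorescence | Measure: Integrated baseline-normalised fluorescence ratio, converted to per-well B score | Benchmarks: Low control buffer alone, high control maximal DAMGO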
KCNQ1 pot: potentiators or activators of KCNQ1 channel, primary screen, cell-based, thallium flux, high-throughput | Potassium voltage-gated channel subfamily KQT member 1 (Homo sapiens), P51787 | CHO-K1 KCNQ1, thallium flux FluxOR fluorescence; hits give high values | B-score at 10 µM | actives 0.35% (n = 310,000) | AID 2648, 2010;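 active = fluorescence ratio B-score, a plate-corrected score, at least three library SD, with initial intensity B-score within 5 SD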
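Material: CHO-K1 cells stably expressing KCNQ1. Medium: assay buffer for compound exposure, DMSO matched across wells. Reagent: K+/Tl+ depolarizing stimulus. Compound dosing: single-concentration screen. Times: 37 °C overnight plating, 90-min dark dye load, 20-min compound pretreatment. Technique: FluxOR Tl+ flux fluorescence.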
TMEM16A inh: TMEM16A chloride channel inhibitors, primary screen, cell-based, HTS; actives 1.2% (n = 310,000); normalized B-score (activity score, 25-100; higher = stronger inhibition) at 10 µM; HEK293 TMEM16A/YFP iodide influx fluorescence, ionomycin;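 active = ratio plate-corrected score three or more library SD toward inhibition, starting fluorescence score within five deviations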;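 note: score derived from kinetic fluorescence span divided by baseline fluorescence per well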
Target sequence (Q8BHY3 whole entry, looked up): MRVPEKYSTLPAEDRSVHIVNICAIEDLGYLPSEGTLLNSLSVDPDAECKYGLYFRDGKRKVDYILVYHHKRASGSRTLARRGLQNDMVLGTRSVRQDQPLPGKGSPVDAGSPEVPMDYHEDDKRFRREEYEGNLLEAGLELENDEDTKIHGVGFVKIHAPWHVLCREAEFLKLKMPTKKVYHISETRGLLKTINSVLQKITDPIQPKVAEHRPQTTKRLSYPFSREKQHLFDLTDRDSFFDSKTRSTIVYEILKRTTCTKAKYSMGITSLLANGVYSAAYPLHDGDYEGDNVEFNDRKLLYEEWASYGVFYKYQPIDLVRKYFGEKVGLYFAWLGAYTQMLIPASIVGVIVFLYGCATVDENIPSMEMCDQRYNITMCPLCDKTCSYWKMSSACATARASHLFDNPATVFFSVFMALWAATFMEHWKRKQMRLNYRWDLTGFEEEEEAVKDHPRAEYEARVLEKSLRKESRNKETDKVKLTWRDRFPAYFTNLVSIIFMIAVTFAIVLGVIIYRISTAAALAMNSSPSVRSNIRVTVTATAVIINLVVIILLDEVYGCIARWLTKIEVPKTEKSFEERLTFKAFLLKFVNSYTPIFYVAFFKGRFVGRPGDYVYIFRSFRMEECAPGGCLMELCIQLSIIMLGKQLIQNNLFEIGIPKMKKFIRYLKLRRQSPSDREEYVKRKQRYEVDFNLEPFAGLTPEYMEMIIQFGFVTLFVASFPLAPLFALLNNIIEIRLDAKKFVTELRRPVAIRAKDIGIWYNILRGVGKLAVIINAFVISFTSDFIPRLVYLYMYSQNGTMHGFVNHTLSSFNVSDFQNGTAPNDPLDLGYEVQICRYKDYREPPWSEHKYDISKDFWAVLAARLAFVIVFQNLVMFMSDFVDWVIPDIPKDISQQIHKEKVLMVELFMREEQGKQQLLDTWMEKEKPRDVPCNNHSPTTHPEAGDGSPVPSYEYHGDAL
KCNK3 inh: human KCNK3 channel inhibitors, primary screen, CHO cells, FluxOR thallium flux, B-score. B-score at 10 µM. FluxOR fluorescence; hits give low values. actives 0.84% (n = 340,000). AID 602410, 2012. Potassium channel subfamily K member 3 (Homo sapiens), O14649;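 active = B-score under library mean minus 4 SD, starting fluorescence ratio at most library mean plus 5 SD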;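 note: more negative B-score means stronger inhibition of thallium flux through KCNK3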
DYRK1A inh: rat Dyrk1A kinase inhibitors, primary screen, biochemical, single point, plate reader; AID 504441, 2011; ADP-Glo luminescence, NFATc1 peptide; actives 0.43% (n = 310,000); inhibition, % at 12.5 µM; in the data active = inhibition above about 50%;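 note: plate controls were vehicle with enzyme for no effect and no enzyme for full effect; many of its hits are not listed in these tables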
KCNK9 inh: KCNK9 potassium channel inhibitors, primary screen, HEK293 cells, thallium flux | FluxOR thallium flux fluorescence; hits give low values | Potassium channel subfamily K member 9 (Homo sapiens), Q9NPC2 | B-score at 10 µM | actives 1.2% (n = 310,000);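 active = ratio B-score over 3 SD below the library mean, with starting fluorescence within 5 SD of its mean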;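 note: negative B-score means less thallium flux so channel inhibition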
KCNQ1 inh: inhibitors of human KCNQ1 channel, primary screen, cell-based, thallium flux, high-throughput; Potassium voltage-gated channel subfamily KQT member 1 (Homo sapiens), P51787; CHO-K1 KCNQ1, FluxOR thallium flux fluorescence; hits give high values; B-score at 10 µM; actives 1.3% (n = 310,000);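 active = compounds whose thallium flux B-score, printed positive for inhibition, exceeds three library SD while starting fluorescence stays within three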;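 note: channel opened by potassium depolarization with thallium stimulus after 20 min compound exposure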
TMEM16A act: TMEM16A chloride channel activators or potentiators, primary screen, cell-based, HTS | Anoctamin-1 (Mus musculus), Q8BHY3 | HEK293 TMEM16A/YFP-H148Q/I152L, iodide quench fluorescence; hits give low values | B-score at 10 µM | actives 0.3% (n = 340,000) | AID 623877, 2012;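 active = fluorescence-ratio B-score plate-corrected deviation score at least 3 library SD below zero, with starting fluorescence score within 5 deviations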;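 note: channel opened by trigger with iodide after compound preincubation; score built on the fluorescence ratio of max minus min over baseline; more negative score means more quench and so TMEM16A activation or potentiation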
HDAC3 inhib: HDAC3 deacetylase inhibitors, primary screen, biochemical, fluorescence, cell-free homogeneous; inhibition, % at 8.3 µM; actives 0.15% (n = 320,000); recombinant HDAC3, fluorogenic peptide/trypsin coupled; AID 2718, 2010; in the data active = inhibition above about 26%, passing the limit was not always enough
hERG rescue: hERG rescue from dofetilide block, primary screen, cell-based, CHO-hERG, FluxOR thallium flux, dofetilide IC70; dofetilide IC70 present; activation (rescue from dofetilide block), less the hit threshold, % at 10 µM; actives 0.51% (n = 310,000); Voltage-gated inwardly rectifying potassium channel KCNH2 (Homo sapiens), Q12809;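 active = activation above the mean of controls blocked by dofetilide plus 5 SD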;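 note: thallium influx through hERG after potassium depolarization seen as dye fluorescence rise; in these data hits start at about 4.7%; inactives centre near -7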
Active calls of the source: *; i = inactive; · = no result given. A portion of the library; count on the stated rates, not on these rows.

mol	TRPC4 potent	TRPC4 agonist	KCNQ1 pot	TMEM16A inh	KCNK3 inh	DYRK1A inh	KCNK9 inh	KCNQ1 inh	TMEM16A act	HDAC3 inhib	hERG rescue
Cc1ccccc1C(=O)NC(=S)Nc1ccccc1C(=O)O	i	i	i	i	i	0	i	i	i	0	-10
Cc1ccc(-c2nc3ccccc3c(C(=O)NCc3cccs3)c2C)cc1	i	i	i	i	i	2	i	i	i	5	1
Cc1cccc(NC(=S)N2CCN(c3ccccn3)CC2)c1	i	i	i	i	i	·	i	i	i	-4	-9
CSc1cccc(NS(=O)(=O)c2ccc3c(c2)NC(=O)C(C)C(=O)N3)c1 (configuration not stated)	i	i	i	i	i	-3	i	i	i	-3	-5
COc1ccc2nc(C)cc(Nc3ccc(C(=O)O)cc3)c2c1	i	i	i	i	i	-2	i	i	i	1	-7
O=c1c2c3c(sc2n(CCN2CCCCC2)c(=O)n1Cc1ccco1)CCCCC3	i	i	i	i	i	5	i	i	i	-2	-14
Cn1c(CC(=O)Nc2ccccc2)nnc1SCC(=O)Nc1ccc(N2CCOCC2)cc1	i	i	i	i	i	6	i	i	i	1	-7
CCCCC(C(=O)O)C(C)CC(=O)Nc1ccn(-c2ccccc2)n1 (configuration not stated)	i	i	i	i	i	-5	i	i	i	2	-8
CN(CC(=O)Nc1ccccc1Cl)C(=O)COC(=O)c1cc([N+](=O)[O-])ccc1N1CCOCC1	i	i	i	i	i	10	i	i	i	-1	-8
CC1=CC(=C(C#N)c2nc3ccccc3s2)C=C(C)N1CC1CCCO1 (configuration not stated)	i	i	i	i	i	6	i	i	i	-2	-14
COc1cccc(C2C(C(=O)OC(C)C)=C(C)Nc3ncnn32)c1 (configuration not stated)	i	i	i	i	i	1	i	i	i	4	-12
COC(=O)/C(C#N)=C/c1ccc(-c2ccc(S(N)(=O)=O)cc2)o1	i	i	i	i	i	-3	i	i	i	4	-18
N#C/C(=C\Nc1ccc2c(c1)OCCO2)c1nc2ccccc2[nH]1	i	i	i	i	i	·	i	i	i	18	-5
Cc1ccc(C(C)C)c(OCCn2c(=O)oc3ccccc32)c1	i	i	i	i	i	-1	i	i	i	4	-1
CC1CCN(S(=O)(=O)N2CCC(C(=O)NCCN3CCOCC3)CC2)CC1	i	i	i	i	i	-9	i	i	i	0	-3
Cc1ccc(C)c(S(=O)(=O)C(C#N)c2nc3ccccc3nc2N2CC(C)OC(C)C2)c1 (configuration not stated)	i	i	i	25*	i	2	i	i	i	6	-16
CC1C=CCC2C(=O)N(c3cccc(C(=O)N4CCN(c5ccc(F)cc5)CC4)c3)C(=O)C12 (configuration not stated)	·	·	·	i	i	6	·	·	i	10	·
CCN(C(=O)COC(=O)c1cccnc1Nc1ccccc1F)C1CCS(=O)(=O)C1 (configuration not stated)	i	i	i	i	i	-2	i	i	i	1	-2
COc1ccc(OC)c(NC=C2C(=O)OC(C)(C)OC2=O)c1	i	i	i	i	i	-2	i	i	i	4	-6
C=CCOc1ccc2c(c1)c(S(=O)(=O)c1ccc(C)cc1)cn2COC	i	i	i	i	i	-3	i	i	i	0	-6
CCOc1ccc(S(=O)(=O)N2CCOCC2)cc1NC(=O)Cc1c(F)cccc1Cl	i	i	i	i	i	-1	i	i	i	-1	-17
Cc1ccc(NCCC(=O)c2cccc([N+](=O)[O-])c2)cc1	i	i	i	i	i	-2	i	9*	i	0	-11
COc1ccc(OC)c(NC(=O)C2CCN(C(=O)C3CC(=O)N(c4ccc(C)cc4)C3)CC2)c1 (configuration not stated)	i	i	i	i	i	2	i	i	i	7	-10
CN1CCc2ccccc2C1C1CCNCC1 (configuration not stated)	i	i	i	i	i	0	i	i	i	-1	-7
Cc1nn(CCc2nc(-c3ccco3)cs2)c2[nH]c(=O)cc(C(F)(F)F)c12	i	i	i	i	i	·	i	i	i	1	0
COc1ccc(N2CCN(C(CNC(=O)C(=O)NCCCO)c3ccco3)CC2)cc1 (configuration not stated)	i	i	i	i	i	7	i	i	i	-10	-6
O=C1CC(N2CCOCC2)C(=O)N1c1cccc(Cl)c1 (configuration not stated)	i	i	i	i	i	-3	i	i	i	0	-4
CCN(CC(=O)Nc1cccc(S(=O)(=O)N2CCOCC2)c1)Cc1ccccc1	i	i	i	i	i	12	i	i	i	2	-15
Oc1ccc(-c2nnc(SCc3ccccc3)o2)cc1	i	i	i	i	i	45	i	i	i	2	-4
O=C(CCc1nc2ccccc2c(=O)[nH]1)NCCN1C(=O)S/C(=C\c2ccc(Cl)cc2Cl)C1=O	i	i	i	25*	i	3	i	i	i	0	-13
Cc1ccc(NC(=O)C2CCCN(c3ncnc4c3nc3n4CCCCC3)C2)nc1 (configuration not stated)	i	i	i	i	i	2	i	i	i	-1	-13
CCOC(=O)C1CCN(C(C(=O)Nc2ccc3c(c2)OCCO3)c2ccccc2)CC1 (configuration not stated)	i	i	i	i	i	6	i	i	i	3	-6
COc1cc2c(cc1OC)C(c1cccs1)N(C(=O)c1ccc(S(=O)(=O)N(C)C)cc1)CC2 (configuration not stated)	i	i	i	i	i	-7	i	i	i	11	-10
O=C1c2c(O)cccc2Cc2cccc(O)c21	·	·	·	i	i	7	·	·	i	7	·
NC(=O)C1CCN(C(=O)CN2CCc3ccccc32)CC1	i	i	i	i	i	3	i	i	i	-5	-5
COc1ccc(C(=O)/C=C/c2cccs2)c(OC(=O)N2CCOCC2)c1	i	i	i	i	i	1	i	i	i	-2	-4
COc1ccc(NC(=O)C2CCCC2)cc1	i	i	i	i	i	-3	i	i	i	-1	0
NC(=O)CC(NC(=O)Cc1cccc2ccccc12)c1ccc(NC2CCCCCCC2)c([N+](=O)[O-])c1 (configuration not stated)	i	i	i	i	i	15	i	i	i	-3	-5
CCN(CC)S(=O)(=O)c1ccc(NC(=O)Cn2c(=O)oc3ccccc32)cc1	i	i	i	i	i	-1	i	i	i	·	-7
CCn1c(COc2ccccc2C)nnc1SCC(=O)N1CCN(c2ccccc2)CC1	i	i	i	i	i	1	i	i	i	-1	-7
O=C(NCC1CCCO1)c1cc2cc(Cl)ccc2[nH]1 (configuration not stated)	i	i	i	i	i	4	i	i	i	7	-8
COc1ccc(-c2csc(NC(=S)NC(=O)c3ccco3)n2)cc1Br	i	i	i	i	i	0	i	i	i	-1	11*
CCc1ccc(NC(=O)CS(=O)CC(=O)NCCCc2ccccc2)cc1 (configuration not stated)	i	i	i	i	i	1	i	i	i	1	-8
CCOC(=O)C1CCN(S(=O)(=O)c2ccc(Cl)nc2)CC1	i	i	i	i	i	-14	i	i	i	-4	-3
Nc1cc(Cl)ccc1Nc1ccncc1	i	i	i	i	i	3	i	i	i	0	-7
CCOC(=O)CCCC(=O)N1CCOCCOCCOCC1	i	i	i	i	i	·	i	i	i	0	-2
O=C(CC1NCCNC1=O)Nc1cc(Cl)cc(Cl)c1 (configuration not stated)	i	i	i	i	i	-7	i	i	i	-1	-7
CN(C)S(=O)(=O)N(CC(=O)Nc1ccccc1)c1ccccc1	i	i	i	i	i	0	i	i	i	0	-2
Cc1ccn2cc(-c3cnoc3C)nc2c1	i	i	i	i	i	3	i	i	i	-16	-3
O=C(c1ccco1)N1CCC(c2nc3ccccc3[nH]2)CC1	i	i	i	i	i	2	i	i	i	0	-7
CC(C)(C)N(Cc1cc2ccccc2[nH]c1=O)C(=O)C1CCCCC1	i	i	i	i	i	-1	i	i	i	-2	-10
CC(NS(C)(=O)=O)C(c1cccs1)N1CCN(C)CC1 (configuration not stated)	i	i	i	i	i	-10	i	i	i	1	-11
CCC(NC(=O)NCc1ccc2c(c1)OCO2)(C(F)(F)F)C(F)(F)F	i	i	i	i	i	0	i	i	i	6	-13
Cc1ccc(S(=O)(=O)N(C)C)cc1-n1c(SCC(=O)Nc2ccc(F)cc2Cl)nc2ccccc2c1=O	i	i	i	i	i	0	-8*	i	i	4	-7
CC(=Nc1ccccc1)C1=C(O)COC1=O	i	i	i	i	i	-5	i	i	i	4	-11
CC(C)(CN1CCN(C(c2ccccc2)c2ccccc2)CC1)NS(=O)(=O)c1ccccc1	i	i	i	i	i	1	-9.6*	6*	i	·	-2
c1ccc(-c2cc(-c3nc(-c4ccccn4)no3)c3ccccc3n2)cc1	i	i	i	i	i	-1	i	i	i	0	-19
O=C(N/N=C/c1ccc(-c2ccc(Br)cc2)o1)c1ccc2c(c1)OCO2	i	i	i	i	i	-1	i	i	i	0	-22
O=C(CC(c1ccccc1)c1ccccc1)Nc1ccc(O)cc1	i	i	i	i	-9.7*	-3	i	i	i	0	-9
O=C(O)CCn1nnc(-c2cccs2)n1	i	i	i	i	i	-4	i	i	i	1	-10
CCOc1cc(C2CC(=O)NC(SCC)=C2C#N)ccc1O (configuration not stated)	i	i	i	i	i	7	i	i	i	5	-10
Cc1cc2c(cc1C)CSC(c1ccc(O)cc1)SC2	i	i	i	i	i	6	i	i	i	-4	-6
CN1CCN(C(c2cccnc2)c2ccc3cccnc3c2O)CC1 (configuration not stated)	i	i	i	i	i	0	i	i	i	-3	-7
